# Shiga inhibitor: blocks Shiga toxin action in Vero cells; Vero cells, Shiga toxin protein synthesis inhibition reporter; 9.2% of 290,000 active; inhibition, % at 38.7 µM; in the data active means inhibition mostly above about 28%, no sharp cut-off; inactive means mostly below about 43%; further: 0% is about no effect
# Pf growth 96h: P. falciparum growth inhibition at 96 hour, primary screen for plastid delayed-death inhibitors; P. falciparum luciferase reporter growth, 96 h; Potency, µM (highest dose often 28.7 µM), inactives show at the top dose activity change, negative = inhibition, most hits filed as inhibitors; 6.9% of 320,000 active; further: potency means the concentration at half of the fitted maximal effect; on the % scale 0 is the no-effect control and ±100 the full control effect
#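 Delayed-death screen, second-generation endpoint: infected erythrocytes, 2% hematocrit, 0.05% parasitemia final; 96 hours at 37 C, 5% CO2; luciferase detection reagent; luminescence decrease equals reduced growth.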
# Pf growth 48h: P. falciparum growth inhibition at 48 hours (one generation) | 5.9% of 310,000 active | Potency, µM (titrated, usually from 28.7 µM), for inactives: top-dose activity change, negative = inhibition, hits mostly inhibitors | P. falciparum luciferase growth in erythrocytes, 48 h; further: potency means the concentration at half of the fitted maximal effect; on the % scale 0 is the no-effect control and ±100 the full control effect
#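 Compounds are pin-transferred into medium, infected erythrocytes (2% hematocrit, 0.1% parasitemia final) are added, and plates sit one parasite generation at 37 C in 5% CO2. Detection reagent is then added and luminescence measured.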
# LmPK inh: LmPK (Leishmania mexicana) enzyme inhibition | Q27686 | purified LmPK, Kinase-Glo ATP luminescence, 1 h | Potency, µM (series often up to 57.5 µM), for the others: top-dose activity change, negative = inhibition, usual class: inhibitors | 0.37% of 290,000 active; further: potency means the concentration at half of the fitted maximal effect; on the % scale 0 is the no-effect control and ±100 the full control effect
# Target sequence (Q27686 whole entry, looked up): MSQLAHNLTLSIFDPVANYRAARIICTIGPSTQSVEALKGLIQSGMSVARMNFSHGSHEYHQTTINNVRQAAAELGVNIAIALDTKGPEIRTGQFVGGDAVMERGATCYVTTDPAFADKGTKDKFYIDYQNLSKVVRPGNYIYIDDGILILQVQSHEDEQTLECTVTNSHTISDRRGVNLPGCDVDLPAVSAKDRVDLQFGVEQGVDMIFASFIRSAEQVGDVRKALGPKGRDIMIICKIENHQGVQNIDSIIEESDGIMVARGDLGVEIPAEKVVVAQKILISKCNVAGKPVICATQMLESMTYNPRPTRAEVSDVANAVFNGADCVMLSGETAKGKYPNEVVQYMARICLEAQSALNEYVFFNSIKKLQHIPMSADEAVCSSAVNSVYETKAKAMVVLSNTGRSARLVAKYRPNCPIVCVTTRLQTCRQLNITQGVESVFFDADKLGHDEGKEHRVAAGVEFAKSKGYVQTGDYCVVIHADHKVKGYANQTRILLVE
#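 0.1 nM LmPK, 0.5 mM PEP, 0.1 mM ADP; 50 mM imidazole pH 7.2, 7 mM MgCl2, 50 mM KCl; 1 h RT. Kinase-Glo luminescence readout, normalized to no-enzyme (full inhibition) and uninhibited wells.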
# Cycloheximide cs: counter-screen for Shiga toxin inhibitors: cycloheximide protein synthesis inhibition. cell reporter, cycloheximide protein synthesis inhibition counterscreen. max response, %. 12% of 300,000 active. AID 2314; in the data active means max response mostly above about 13%, no sharp cut-off; inactive means mostly below about 14%; further: read at 38.3 µM for the half of the compounds with a filed dose; 0% is about no effect
# Tb PYK inh: T. brucei pyruvate kinase inhibition | Q57TT1 | AID 624173 | TbPYK enzyme, Kinase-Glo Plus ATP luminescence, 45 min | 0.12% of 410,000 active | Potency, µM (series often up to 76.8 µM), for inactives: top-dose activity, negative = inhibition, usual class: inhibitors; further: potency means the concentration at half of the fitted maximal effect; on the % scale 0 is the no-effect control and ±100 the full control effect; nearly all actives have a fitted effect of over 50% in size
#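 ADP (130 uM final) triggers the TbPYK reaction after compound addition; incubation is 45 min at room temperature. Kinase-Glo Plus is then added and luminescence imaged. Normalized data are fitted to concentration-effect curves.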
# AmpC no deterg: blocks E. coli AmpC beta-lactamase in detergent-free assay | AmpC nitrocefin hydrolysis, absorbance 480 nm, 0.0001% Triton | Potency, µM (highest dose often 57.1 µM), for inactives: at the highest dose activity change, negative = inhibition, usual class: inhibitors | P00811 | 0.52% of 330,000 active;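 further: potency means the concentration at half of the fitted maximal effect; plate controls were no compound for no effect and no enzyme for full effect; nearly all actives have a fitted effect of over 20% in size; some results filed as inactive show a strong effect at the top dose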
# Target sequence (P00811 whole entry, looked up): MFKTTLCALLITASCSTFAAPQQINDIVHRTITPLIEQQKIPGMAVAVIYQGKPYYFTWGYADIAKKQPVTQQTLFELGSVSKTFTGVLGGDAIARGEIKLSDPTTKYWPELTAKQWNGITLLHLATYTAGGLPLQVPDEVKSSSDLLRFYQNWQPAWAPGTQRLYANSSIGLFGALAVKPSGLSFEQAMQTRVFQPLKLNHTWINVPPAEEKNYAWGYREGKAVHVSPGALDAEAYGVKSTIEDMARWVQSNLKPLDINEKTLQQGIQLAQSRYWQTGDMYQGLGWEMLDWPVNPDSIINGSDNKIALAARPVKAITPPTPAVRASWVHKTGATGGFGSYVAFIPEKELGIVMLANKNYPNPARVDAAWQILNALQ
#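 AmpC (5.3 nM in the dispensed reagent) in 20 mM phosphate pH 7.0 with 0.01% (detergent screen) or 0.0001% Triton X-100 was preincubated with compounds for 15 min at room temperature. Nitrocefin was then added from an 800 uM solution, and hydrolysis was followed at 480 nm.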
# Starred values were filed as active, the others as inactive; ? = inconclusive; · = not tested or not shown; & = joins results of further samples; [ ] = dose if it differs, or a comment. Unless noted, the call rests on the fitted dose curve; in most records, active means well fitted curve in the direction sought with a large enough effect; inconclusive means small, poorly fitted or top-dose-only effect, or another doubt; inactive means no such curve, though single readings can be large; an effect the other way counts as inactive or inconclusive.
smiles	Shiga inhibitor	Pf growth 96h	Pf growth 48h	LmPK inh	Cycloheximide cs	Tb PYK inh	AmpC no deterg
Cc1nc2ccccc2c(=O)n1NC(=O)c1cc(Br)ccc1Cl	7	18%	49%[activator]	-1%	-1	5%	-25%
COCCNC(=O)CC(=O)N/N=C/c1cccc(C(=O)OC)c1	-9	35%[activator]	0%	3%	-2	-1%	-24%
O=C(/C=C/c1ccccc1)Nc1cccnc1Cl	105*	178%[activator]	187%[activator]	-26%	42*	0%	-14%
COc1ccc(C(CNC(=O)c2ccc(OCC3CCCO3)cc2)N2CCOCC2)cc1 (stereo not given)	0	?	-20%	-2%	-2	0%	44%
CCOc1ccccc1NC(=O)N1CCC(C(=O)c2ccc(F)cc2)CC1	-23	54%[activator]	?	0%	19	-4%	4%
c1ccc(Cn2cc(-c3ccccc3)cn2)cc1	·	?	-79%	·	·	-4%	-18%
CN(CCc1ccccn1)C(=O)CCC1CCCN(C(=O)c2cscn2)C1 (stereo not given)	-3	35%[activator]	0%	5%	1	1%	-6%
O=C(Nc1ccc2[nH]c(=O)[nH]c2c1)Nc1ccc(F)cc1F	14	0%	32%[activator]	-1%	-2	2%	-19%

# Exported as labelled records: part of the list above
CN(CCc1ccccn1)C(=O)CCC1CCCN(C(=O)c2cscn2)C1 (stereo not given)
- Shiga inhibitor: -3
- Pf growth 96h: 35%[activator]
- Pf growth 48h: 0%
- LmPK inh: 5%
- Cycloheximide cs: 1
- Tb PYK inh: 1%
- AmpC no deterg: -6%
O=C(Nc1ccc2[nH]c(=O)[nH]c2c1)Nc1ccc(F)cc1F
- Shiga inhibitor: 14
- Pf growth 96h: 0%
- Pf growth 48h: 32%[activator]
- LmPK inh: -1%
- Cycloheximide cs: -2
- Tb PYK inh: 2%
- AmpC no deterg: -19%

# (more compounds)
smiles	Shiga inhibitor	Pf growth 96h	Pf growth 48h	LmPK inh	Cycloheximide cs	Tb PYK inh	AmpC no deterg
CCOc1ccc(C(=O)OCC(=O)Nc2nc(OC)cc(OC)n2)cc1OCC	-20	-14%	6%	-4%	-4	3%	-26%
N=c1c(C(=O)NCC2CCCO2)cc2c(=O)n3ccccc3nc2n1C1CCCC1 (stereo not given)	-7	-13%	-12%	1%	-2	1%	-13%
CCC1CCCCN1Cc1nc2c(c(=O)n(C)c(=O)n2C)n1CC(C)C (stereo not given)	-3	?	?	2%	-3	6%	-3%
CCOC(=O)C1CCN(C(=O)CN(c2ccc3c(c2)OCO3)S(C)(=O)=O)CC1	27	-10%	-5%	-4%	-4	3%	·
COc1ccc(C(=O)NNC(=O)c2ccc(C(C)(C)C)cc2)cc1	-3	-11%	-6%	-3%	-7	5%	-21%
COc1cc(OC)c(OC)cc1CN1CCN(S(=O)(=O)c2ccc(NC(C)=O)cc2)CC1	-19	-20%	?	-3%	-2	14%	54%
CCC(C)n1c(SCc2ccccc2)nc2ccsc2c1=O (stereo not given)	6	4.1µM*	?	-2%	-4	-3%	-20%
COC(=O)[C@@H](NC(=O)NC1CCCCC1C)C(C)C (stereo not given in full)	-4	?	3%	-2%	-2	-3%	-7%
CC1(C)Cc2ccccc2-c2nc(NCCO)n(-c3ccccc3)c(=O)c21	-10	3%	-7%	13%	-1	0%	102%[activator]
Cc1cc(C)cc(CC2CC(=O)N(c3cc(C)on3)C2=O)c1 (stereo not given)	15	-24%	-7%	2%	-4	-1%	-14%
CC(C)Oc1ccc(C(=O)OCC(=O)NC(=O)NC2CCCC2)cc1	·	-23%	-28%	·	·	-1%	4%
CCCCn1c(Cc2ccccc2)n[nH]c1=S	15	·	5%	?	-6	11µM*	-4%
O=C(CCS(=O)(=O)Cc1ccccc1)Nc1ncc([N+](=O)[O-])s1	58*	-6%	36%[activator]	3%	39*	-2%	-5%
Cc1nc(CNC(=O)CC2C(=O)NCCN2Cc2ccoc2)nc2c1CCCC2 (stereo not given)	-7	-9%	3%	1%	-3	-11%	-3%
CCOC(=O)C1=C(c2cccc(Oc3ccccc3)c2)NC(=S)NC1C (stereo not given)	12	·	-28%	11%	11	-16%	-48%
COc1ccccc1C(CC(=O)c1ccccc1)CC(=O)c1ccccc1	-18	8%	?	-4%	14	-1%	?
Cc1oc(-c2cccc(C(F)(F)F)c2)nc1CN1CCC[C@H]1CO	6	-2%	-3%	5%	4	1%	65%[activator]
CCN1CCN(C(=O)CN(C)S(=O)(=O)c2ccc3ccccc3c2)CC1	-3	12%	6%	2%	-2	-3%	17%
O=C(Nc1ccon1)c1nc[nH]c1C(=O)NCc1ccccc1	·	?	?	·	·	-12%	-16%
COc1ccc(C(=O)CSc2cc(C)[nH]c(=O)n2)cc1	64*	124%[activator]	17%	0%	40*	1%	-22%
O=C(Cc1cccc(F)c1F)NC1CCCN(Cc2ccc(Cl)cc2)C1 (stereo not given)	-3	?	?	0%	-1	2%	19%
O=C(CCn1c(SCC(=O)c2ccccc2)nc2ccccc2c1=O)NCc1ccc(F)cc1	-27	0%	34%[activator]	0%	-3	5%	-13%
CCOC(=O)CSc1nc2ccc(N)cc2s1	60	-11%	4%	-2%	35	-15%	-16%
CCOC(=O)c1cc(C(=O)c2cc(Cl)ccc2O)coc1=N	22	?	-14%	-1%	-3	-6%	5µM*

# As entered above.
# `CCN1CCN(C(=O)CN(C)S(=O)(=O)c2ccc3ccccc3c2)CC1` in Shiga inhibitor has -3
# `Cc1oc(-c2cccc(C(F)(F)F)c2)nc1CN1CCC[C@H]1CO` in Cycloheximide cs has 4

# (next part)
smiles	Shiga inhibitor	Pf growth 96h	Pf growth 48h	LmPK inh	Cycloheximide cs	Tb PYK inh	AmpC no deterg
CCC(=O)OCC(=O)[C@@]1(OC(=O)CC)[C@@H](C)C[C@@H]2[C@H]3CCC4=CC(=O)C=C[C@]4(C)[C@@]3(F)[C@@H](O)C[C@@]21C	-7	·	·	·	12	-7%	·
CCN(CC)S(=O)(=O)c1ccc2oc(C(=O)O)c(C)c2c1	-12	?	-14%	1%	-4	?	-14%
CCN(CC)CCNC(=O)c1sc2nc(-c3ccccc3)cn2c1C	13	?	-9%	-3%	-1	-2%	-1%
CCOC(=O)c1cc2occc2n1CC(=O)N1CCCc2ccccc21	13	·	9.3µM*	2%	12	-12%	-2%
COc1cc(/C=N/NC(=O)C2c3ccccc3Oc3ccccc32)ccc1O	-4	13µM*	?	2%	-1	3%	-32%
COCCNc1nc2c(S(=O)(=O)c3cc(C)ccc3C)nnn2c2ccccc12	-11	?	?	-6%	6	-5%	-34%
CCOC(=O)CCc1cccc2c1CCC2=O	-14	?	2%	-3%	12	-2%	-23%
N#Cc1ccccc1S(=O)(=O)N1CCC(C(=O)NCc2ccccc2CN2CCCC2)CC1	·	6.6µM*	?	·	·	0%	14%
CCC(C)Sc1nc2c(c(=O)[nH]c(=O)n2C)n1C (stereo not given)	-10	?	0%	-5%	1	-5%	-9%
COc1ccc(OC)c(/C=C/C(=O)N(C)CC(=O)Nc2cc(C)ccc2C)c1	-12	2%	5%	0%	-4	2%	-3%
COC(=O)c1c(/N=C/NOCc2ccc(Cl)cc2)sc2c1CCN(c1ncc(C(F)(F)F)cc1Cl)C2	20	-9%	·	8%	-5	-1%	-17%
CC(=O)Nc1ccc(CNC(=O)C[N+]2(C)CCOCC2)cc1	40	30%[activator]	40%[activator]	2%	0	3%	-3%
O=c1ccc(-c2ccc(S(=O)(=O)NCC3CCN(Cc4ccccc4F)CC3)s2)n[nH]1	-9	2.9µM*	?	-4%	-2	-2%	33%
COc1ccccc1NC(=O)C1=C(C)NC2=C(C(=O)CCC2)C1c1ccc2c(c1)OCO2 (stereo not given)	-17	·	-8%	1%	-1	4%	4%
O=C(O)CCC(=O)c1c[nH]c2ccccc12	13	5%	14%	-3%	-3	6%	-4%
CCCc1cc(C(=O)N2CCCC(N3CCN(c4ccccc4C)CC3)C2)n(C)n1 (stereo not given)	-9	?	?	0%	-2	-2%	182%[activator]
CS(=O)(=O)N1CCN(c2ccc([N+](=O)[O-])c(NCc3ccc(Cl)cc3)c2)CC1	-17	?	?	1%	-1	-9%	-25%
Cc1cccc(N2CCN(C(=O)CSCc3c(C)noc3C)CC2)c1C	20	62%[activator]	2%	2%	17	5%	132%[activator]
COc1cccc(-n2cnnc2SC(C)C(=O)NC2CCCC2)c1 (stereo not given)	·	?	?	·	·	-13%	-1%
Cc1ccc(NS(=O)(=O)c2ccc3c(c2)CCN3C(=O)CCC(=O)O)cc1Cl	1	?	-20%[0.00184 µM]	5%	2	3%	-19%
Cc1ccc(C)c(NC(=O)Cn2cnc3c(oc4ccccc43)c2=O)c1	-8	?	10µM*	8%	8	0%&1%	-7%
COc1ccc2c(c1)N(C)/C(=C1/SC(=S)N(NC(C)=O)C1=O)S2	8	0%	?	5%	6	-5%	-16%
COc1ccc(N=C2NC(=O)CS2)c([N+](=O)[O-])c1	12	?	24%[5.75 µM]	-1%	-1	4%	-19%
Cc1cccc(CS(=O)(=O)Cc2ccc(C(=O)N3CCC4(CC3)OCCO4)o2)c1	-13	·	4%	-9%	4	4%	26%
O=C(Cc1ccccc1)Oc1cccc(N2C(=O)CCC2=O)c1	43	?	6%	3%	4	8%	9%
Cc1ccc(C(=O)Nc2cccc(C(=O)NC3CCCC3)c2)cc1	26	-11%	56%[activator]	-4%	13	-2%	-40%
Cn1c(=O)cc(OCC(=O)NCCCN2CCN(Cc3ccccc3)CC2)c2ccccc21	12	?	?	2%	7	2%	73%[activator]
CCN(c1ccc(OCC(=O)OCC(=O)Nc2ccc(F)c(F)c2F)cc1)S(=O)(=O)c1ccccc1	-2	25%	-4%	8%	-3	-4%	-33%
COc1ccc(-c2nc(CS(=O)CC(=O)NCc3cccnc3)c(C)o2)cc1OC (stereo not given)	-3	?	·	0%	3	1%	-5%
COc1ccc(C)c2sc(=NC(=O)C(C)C)n(C)c12	-13	10%	·	1%	-3	3%	-2%
CC(=O)Nc1ccc(NC(=O)C(C)n2nc(C)c([N+](=O)[O-])c2C)cc1 (stereo not given)	-2	35%[activator]	-8%	-1%	1	4%	1%[2.29 µM]
COc1ccc(C2CC(=O)C3=C(C2)Nc2ncnn2C3c2ccccc2)cc1 (stereo not given)	-22	·	-19%	-2%	2	-7%	-15%
CCN(CC)CCCNC(=O)c1ccc(N2CCCCC2)c(NS(=O)(=O)c2ccc(C)cc2)c1	-7	?	?	1%	-6	2%	146%[activator]
O=[N+]([O-])c1ccc(C(O)CN2CCN(C/C=C/c3ccccc3)CC2)cc1 (stereo not given)	-2	4.1µM*	7.4µM*	-5%	-1	-12%	15%
Cc1ccc(NC(=O)c2c(C)nc3sc(C(=O)NC4CCCC4)c(N)c3c2-c2ccco2)c(C)c1	-14	0%	12%	-2%	-6	3%	-3%
Cc1cc(N2CCOCC2)n2cc(-c3ccccc3)nc2n1	-6	?	343%[activator]	0%	8	-3%	-6%
O=C(O)c1sc2cc(C(F)(F)F)cnc2c1-c1ccccc1	-6	34%[activator]	21%	1%	-4	-8%	-20%
CCn1c(CNC(=O)c2ccc(OC)c(OC)c2)nnc1SCC(=O)Nc1ccccc1	-14	?	-3%	-8%	-4	-3%	-20%

# Bioassay records as filed in PubChem.

# This is a random part of the collection; about 22% have a hit in one of these screens.
